Screening results as filed in PubChem.
Bim-Bcl-W = inhibitors of Bim binding to Bcl-W, primary screen, biochemical, multiplexed, bead-based flow cytometry; AID 952, 2007; Bcl-2-like protein 2 (Homo sapiens), Q92843; Bim peptide-Bcl-W binding; 190,000 tested, 0.02% active; inhibition, % at 10 µM;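 note: 0% = bound tracer without compound and 100% = peptide blocker; higher means less fluorescent Bim peptide bound to Bcl-W beads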
ABCG2 block = ABCG2 efflux pump inhibitors, primary screen, multiplex with ABCB1, IgMXP3 cells, flow cytometry; Broad substrate specificity ATP-binding cassette transporter ABCG2 (Homo sapiens), Q9UNQ0; JC-1 efflux; inhibition, % at 6.6 µM; 190,000 tested, 0.1% active;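 active = inhibition above 80%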;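 note: 0% = DMSO and 100% = nicardipine control wells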
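Incubation: cells with compound and JC-1, 10 min at 25 °C, rotating, no wash / Test system: IgMXP3 (ABCG2) plus far-red-tagged CCRF-Adr (ABCB1) cells / Compound dosing: one concentration, 6.6 µM final / Also added: JC-1 fluorescent substrate / Evaluation: efflux inhibition in percent versus controls / Detection: flow cytometry, 530 nm JC-1 signal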
GSH bead fluor = compound fluorescence on glutathione beads, profiling panel, artefact control, biophysical, 488/530 nm, flow cytometry; GSH beads flow cytometry, compound fluorescence 488/530 nm; stronger effect = higher value; fluorescence (KMESF) at 10 µM; 190,000 tested, 0.25% active; AID 1776, 2009; in the data active = fluorescence above about 89;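 note: glutathione beads carrying GST-tagged Bcl family fusion proteins plus one bare bead set; values are compound well signal with DMSO vehicle wells as background; inactives centre near 16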
RGS7-Gao = RGS7-Galphao binding modulators, primary screen, biochemical, multiplexed bead flow cytometry. Guanine nucleotide-binding protein G(o) subunit alpha (Homo sapiens), P09471. actives lie on both sides. binding response (% of control), % at 10 µM. 220,000 tested, 0.35% active. AID 1439, 2008; in the data active = binding response below about 49% or above about 150%; inconclusive = no clear call, values can overlap the other calls; inactive = in between;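 note: fluorescent Galphao held in activated GDP-AlF4 state binding bead-coupled RGS7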
Target sequence (P09471 whole entry, looked up): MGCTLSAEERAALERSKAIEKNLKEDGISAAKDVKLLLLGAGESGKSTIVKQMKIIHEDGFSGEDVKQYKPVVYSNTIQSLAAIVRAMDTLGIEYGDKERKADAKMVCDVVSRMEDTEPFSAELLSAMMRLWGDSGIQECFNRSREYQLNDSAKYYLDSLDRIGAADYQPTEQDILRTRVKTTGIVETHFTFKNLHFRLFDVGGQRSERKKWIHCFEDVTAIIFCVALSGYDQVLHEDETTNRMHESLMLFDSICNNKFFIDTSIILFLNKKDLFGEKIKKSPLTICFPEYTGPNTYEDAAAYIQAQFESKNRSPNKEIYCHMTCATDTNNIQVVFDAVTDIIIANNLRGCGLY
Bcl-XL Bim block = inhibitors of Bim-Bcl-XL binding, primary screen, biochemical, multiplexed, bead flow cytometry, human Bcl-XL | AID 1007, 2008 | Bim peptide-Bcl-XL binding, fluorescence | inhibition, % at 10 µM | Bcl-2-like protein 1 (Homo sapiens), Q07817 | 190,000 tested, 0.04% active
Target sequence (Q07817 whole entry, looked up): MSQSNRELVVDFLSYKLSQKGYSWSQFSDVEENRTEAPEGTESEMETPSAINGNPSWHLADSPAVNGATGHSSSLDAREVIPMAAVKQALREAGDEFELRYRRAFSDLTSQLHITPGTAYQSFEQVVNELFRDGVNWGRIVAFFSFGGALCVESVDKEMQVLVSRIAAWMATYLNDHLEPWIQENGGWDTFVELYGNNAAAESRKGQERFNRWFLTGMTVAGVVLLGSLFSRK
RGS4-Gao reg = modulators of RGS4 binding to Galphao, primary screen, biochemical, multiplexed bead flow cytometry. Guanine nucleotide-binding protein G(o) subunit alpha (Homo sapiens), P09471. actives lie on both sides. binding response (% of control), % at 10 µM. 220,000 tested, 0.33% active. AID 1415, 2008; in the data active = binding response below about 49% or above about 150%; inactive = in between;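 note: fluorescent Galphao activated with aluminum fluoride binding bead-coupled RGS4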
Bcl-B Bim block = inhibitors of Bim-Bcl-B binding, primary screen, biochemical, multiplexed, human Bcl-2 family; bead-based flow cytometry, Bim peptide-Bcl-B binding; inhibition, % at 10 µM; 190,000 tested, 0.073% active; AID 951, 2007;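 note: 0% = tracer peptide without compound and 100% = reference inhibitor peptide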
Target sequence (Q9HD36 whole entry, looked up): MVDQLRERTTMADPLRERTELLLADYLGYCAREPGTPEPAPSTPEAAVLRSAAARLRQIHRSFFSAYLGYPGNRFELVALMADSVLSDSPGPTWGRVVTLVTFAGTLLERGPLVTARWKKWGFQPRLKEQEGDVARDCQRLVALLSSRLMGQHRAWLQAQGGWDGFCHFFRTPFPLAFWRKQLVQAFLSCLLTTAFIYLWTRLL
Bcl-2 Bim block = inhibitors of Bim-Bcl-2 binding, primary screen, biochemical, multiplexed, human Bcl-2 family; Bead-based flow cytometry, Bim peptide-Bcl-2 binding; 190,000 tested, 0.06% active; inhibition, % at 10 µM; in the data active = inhibition above about 40%; inconclusive = no clear call, values can overlap the other calls;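 note: 0% = no compound wells with probe peptide and 100% = reference peptide inhibitor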
Target sequence (P10415 whole entry, looked up): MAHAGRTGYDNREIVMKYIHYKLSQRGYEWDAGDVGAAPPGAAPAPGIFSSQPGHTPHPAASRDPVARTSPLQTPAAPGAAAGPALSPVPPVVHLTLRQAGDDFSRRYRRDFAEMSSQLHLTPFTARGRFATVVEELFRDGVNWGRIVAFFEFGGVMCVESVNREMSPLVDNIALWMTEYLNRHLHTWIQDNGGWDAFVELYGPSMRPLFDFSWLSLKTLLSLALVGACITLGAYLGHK
Bfl-1 Bim block = inhibitors of Bim binding to Bfl-1, primary screen, biochemical, multiplexed, bead-based flow cytometry; inhibition, % at 10 µM; Bcl-2-related protein A1 (Homo sapiens), Q16548; Bim-Bfl-1 binding inhibition; 190,000 tested, 0.12% active;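 note: 0% = wells without compound plus tracer and 100% = blocker peptide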
ABCB1 inh = ABCB1 efflux pump inhibitors, primary screen, cell-based, multiplex, flow cytometry, ABCG2 counter-screen; 190,000 tested, 0.067% active; ATP-dependent translocase ABCB1 (Homo sapiens), P08183; CCRF-Adr cells, JC-1 efflux; inhibition, % at 6.6 µM; in the data active = inhibition above about 40%;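 note: 0% = vehicle and 100% = reference inhibitor; higher value means more JC-1 retained so stronger ABCB1 efflux block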
RGS8-Gao reg = RGS8-Galphao binding modulators, primary screen, biochemical, multiplexed bead flow cytometry. Guanine nucleotide-binding protein G(o) subunit alpha (Homo sapiens), P09471. actives lie on both sides. response (percent of control binding), % at 10 µM. 220,000 tested, 0.34% active. AID 1423, 2008; in the data active = response below about 60% or above about 140%; inactive = in between;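 note: Galphao activated as the GDP aluminium fluoride complex binding bead-coupled RGS8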
* hit, by the source's call; ? = inconclusive; · = no result given. Cut-off read from the data, not from the text of the source, unless noted: active = inhibition above about 40%.

SMILES	Bim-Bcl-W	ABCG2 block	GSH bead fluor	RGS7-Gao	Bcl-XL Bim block	RGS4-Gao reg	Bcl-B Bim block	Bcl-2 Bim block	Bfl-1 Bim block	ABCB1 inh	RGS8-Gao reg
CCN(CC)Cc1c(O)ccc2c(C)c(CC(=O)OC)c(=O)oc12	0	1	53	97	-2	95	-2	0	-5	0.2	99
COC(=O)N/N=C/c1ccc(OCCSc2ccc(Cl)cc2)c(OC)c1	-48	6	51	101	-46	103	-67	-64	-5	0.8	103
Cc1ccc2cc(CCNC(=O)CC(C)(C)C)c(=O)[nH]c2c1C	2	-3	19	97	0	100	-4	-6	-7	-3.1	100
CC12CCC(C(=O)N(c3ccccn3)c3ccccn3)(OC1=O)C2(C)C (stereo not drawn)	-1	1	8	98	-1	91	-1	0	0	0.5	97
Nc1ccc(NC(=O)NC2CCCCC2)cc1[N+](=O)[O-]	1	3	25	99	0	101	-4	-1	-6	0.5	103
O=C(CSc1nnc(-c2cccs2)n1Cc1ccccc1)NCc1ccc2c(c1)OCO2	0	4	20	101	0	101	0	-2	-2	1.9	100
COc1ccc(N2C(=O)NC3CC2(C)Oc2ccc(Cl)cc23)cc1OC (stereo not drawn)	-9	1	13	88	-5	86	-1	-1	0	0.1	91
Cc1nc(SCCOc2ccc(F)cc2)c2ccccc2n1	-1	13	74	103	-2	99	-3	-2	-1	0.7	102
CCOC(=O)c1c(N)sc2c1CCCC2	9	0	13	105	0	91	-3	-2	8	0.2	94
Cc1cc(C(=O)CSc2nnc(-c3ccc(OC(F)F)cc3)o2)c(C)n1Cc1cccs1	-3	-7	9	92	-4	99	-6	-5	-3	-8.5	108
CN(Cc1cccc(-n2cccn2)c1)C(=O)CCc1nnc(C2CCCCC2)o1	0	3	18	101	1	102	-4	-3	-6	1.7	107
Cc1ccccc1OCC(=O)NCC(=O)N/N=C/c1ccc(Br)o1	-7	10	11	102	-6	82	-8	-1	-1	·	91
CCOc1ccccc1N(CC(=O)NC(C)(C)C)C(=O)Cn1nnc(-c2ccc(C)o2)n1	-1	1	10	95	-3	98	0	2	0	0.8	103
Cc1ccc(C(=O)n2nc(-c3ccccc3)nc2NCc2ccco2)cc1	0	5	17	99	0	98	-2	-1	0	0.4	100
Cc1ccc(/C=N/NC(=O)c2ccccc2OCc2cccc(Br)c2)o1	0	9	20	96	-4	96	-1	2	12	4.5	98
O=C(O)c1ccc(NS(=O)(=O)c2ccc3c(c2)C2C=CCC2C(c2ccccc2F)N3)cc1 (stereo not drawn)	-3	0	17	86	0	87	0	3	10	1.2	86
CCN(CC(=O)Nc1cccc(OC)c1)C(=O)c1ccc(C)s1	-1	8	18	96	1	99	-1	-3	0	1.6	105
CCC(=O)c1ccc(O)c(OC)c1	3	2	14	104	-1	98	0	2	1	0.6	102
CSc1nnc2c(n1)OC1(Nc3ccccc3-2)C(=O)Nc2ccccc21 (stereo not drawn)	0	2	11	?	0	102	-1	-5	-4	0.3	102
COc1cccc(S(=O)(=O)c2nc(C)c3c(n2)CCC3)c1	-2	-1	20	102	0	104	-2	0	-4	-0.7	104
O=C(CSc1nc2ccccc2c(=O)n1CCCO)N1CCc2ccccc21	-8	21	14	101	-7	96	-11	-7	-10	1.8	99
O=C(CCN1C(=O)/C(=C/C=C/c2ccccc2)SC1=S)Nc1nccs1	0	-1	20	104	1	95	-11	1	0	-0.3	99
CCCN1C2=C(C(=O)CCC2)C(c2ccc(O)c(Br)c2)C2=C1CCCC2=O	-2	-9	19	97	-7	99	-5	3	-13	-1.4	96
Cc1cccc(C2(c3cccc(C)c3)CC2C(=O)NCC2CCCO2)c1 (stereo not drawn)	-3	1	9	101	-4	105	-10	-4	-1	0.4	103

Exported with two lines to a compound: entries from further up
Values run as follows: Bim-Bcl-W | ABCG2 block | GSH bead fluor | RGS7-Gao | Bcl-XL Bim block | RGS4-Gao reg | Bcl-B Bim block | Bcl-2 Bim block | Bfl-1 Bim block | ABCB1 inh | RGS8-Gao reg
CCC(=O)c1ccc(O)c(OC)c1
  3 | 2 | 14 | 104 | -1 | 98 | 0 | 2 | 1 | 0.6 | 102
CCN(CC)Cc1c(O)ccc2c(C)c(CC(=O)OC)c(=O)oc12
  0 | 1 | 53 | 97 | -2 | 95 | -2 | 0 | -5 | 0.2 | 99

(cont.)
SMILES	Bim-Bcl-W	ABCG2 block	GSH bead fluor	RGS7-Gao	Bcl-XL Bim block	RGS4-Gao reg	Bcl-B Bim block	Bcl-2 Bim block	Bfl-1 Bim block	ABCB1 inh	RGS8-Gao reg
O=[N+]([O-])c1cccc(CNc2ccc3c(c2)CCC3)c1	-2	2	10	101	-5	101	-5	-4	-2	0.8	104
Cc1ccc(C(=O)N/C(=C/c2cccc([N+](=O)[O-])c2)C(=O)NC(C)C)cc1	-2	7	15	100	-7	98	-7	-6	-9	0.9	100
O=C1C2C3CCC(C3)C2C(=O)N1CNc1ccccc1 (stereo not drawn)	-1	7	9	100	-5	102	-5	1	0	0.7	103
O=C(c1ccc(-c2ccc([N+](=O)[O-])cc2Cl)o1)N1CCOCC1	1	8	11	?	0	102	-8	-1	3	1.0	96
O=C(CN1CCOCC1)N1CCCc2c1c(=O)oc1ccc(OCc3ccccc3)cc21	0	2	12	90	0	89	0	0	-1	0.5	93
O=C(NC(O)C(=O)c1ccccc1)c1cccs1 (stereo not drawn)	-7	1	15	106	-9	101	-8	-8	-7	0.1	100
Nc1nc(Cl)cc(-c2ccccc2)n1	0	3	11	103	-4	104	-1	-3	-6	0.6	102
Cc1cc2nc(-c3ccc(NC(=O)c4cccnc4)cc3)oc2cc1C	2	-4	8	92	5	95	0	2	2	-1.3	101
O=[N+]([O-])c1cc(/C=N/O)ccc1Sc1ccccc1	-1	36	24	98	-4	99	-7	-11	-18	1.0	100
Cc1ccccc1Cn1nc(C)c(NC(=O)c2sc3ccccc3c2Cl)c1C	0	2	17	102	-2	107	0	-2	1	0.7	104
Cc1cc(C(F)(F)F)n2ncc(C(=O)O)c2n1	0	3	21	98	-4	97	-3	-6	-9	0.9	98
CC1=C(C(=O)OC(C)C)C(c2ccc(Br)s2)NC(=O)N1C (stereo not drawn)	-2	2	9	101	-3	103	-9	-12	-11	0.6	107
COc1cc2c(cc1OC)CN(c1nc(-c3cccnc3)nc3ccccc13)CC2	1	11	6	100	2	97	4	-1	-1	11	98
N#C/C(=C/c1ccc(N2CCOCC2)o1)c1ccc(Cl)cc1	2	5	51	110	-16	110	-4	-3	15	0.9	96
O=C(NCCSCc1ccccc1)c1ccc(C2SCC(=O)N2Cc2ccccc2)cc1 (stereo not drawn)	0	6	10	107	0	112	-1	2	1	1.8	105
C=CCOc1cccc(C2/C(=C(\O)c3ccc(F)cc3)C(=O)C(=O)N2CCN(C)C)c1 (stereo not drawn)	0	0	52	95	-5	97	-7	-4	-10	0.2	97
CCc1cc[n+](-c2nc3ccccc3nc2C(=C=[N-])C#N)cc1	0	0	14	102	-4	101	2	-1	1	0.0	100
O=S(Cc1ccc(Cl)cc1)CC(O)(c1ccccc1)c1ccccc1 (stereo not drawn)	-9	13	32	102	-6	99	-2	0	7	1.2	98
O=C(Nc1cnc2sc3c(n2c1=O)CCCC3)c1ccc(F)cc1	1	-2	11	98	-5	101	-8	-12	-8	-5.6	99
CCSc1nnc(NC(=O)c2ccc(S(=O)(=O)N(C)C)cc2)s1	-3	4	14	103	-5	103	-5	-5	-5	-0.2	102
COc1nccnc1NS(=O)(=O)c1ccc(N/C=C2\CCCCC2=O)cc1	0	-1	14	?	-1	102	4	2	4	-0.6	103
CCn1c(SC(C)C(=O)O)nc2sc3c(c2c1=O)CCC3 (stereo not drawn)	-1	-3	15	86	-3	89	-3	0	0	-0.6	97
Cc1nn(C)c(Oc2cccc(Cl)c2)c1C(=O)Nc1ccc(F)cc1	-3	11	33	101	-4	99	-2	-1	1	1.4	119
Cc1csc(SC(C)C(=O)Nc2ccc(Cl)cn2)n1 (stereo not drawn)	-1	6	23	99	1	96	-4	-3	-3	1.1	101

Entries of single compounds, looked up by structure. Screens in order: Bim-Bcl-W, ABCG2 block, GSH bead fluor, RGS7-Gao, Bcl-XL Bim block, RGS4-Gao reg, Bcl-B Bim block, Bcl-2 Bim block, Bfl-1 Bim block, ABCB1 inh, RGS8-Gao reg
N#C/C(=C/c1ccc(N2CCOCC2)o1)c1ccc(Cl)cc1 across the screens: 2, 5, 51, 110, -16, 110, -4, -3, 15, 0.9, 96
O=C(NCCSCc1ccccc1)c1ccc(C2SCC(=O)N2Cc2ccccc2)cc1 (stereo not drawn) across the screens: 0, 6, 10, 107, 0, 112, -1, 2, 1, 1.8, 105

More records:
SMILES	Bim-Bcl-W	ABCG2 block	GSH bead fluor	RGS7-Gao	Bcl-XL Bim block	RGS4-Gao reg	Bcl-B Bim block	Bcl-2 Bim block	Bfl-1 Bim block	ABCB1 inh	RGS8-Gao reg
O=C(O)Cn1ncn(-c2ccc(OC(F)(F)F)cc2)c1=O	-1	-1	16	96	-1	98	-2	0	-1	0.3	101
CC(C)CN(CC(C)C)S(=O)(=O)c1cc([N+](=O)[O-])ccc1N1CCCCCC1	0	1	15	101	-3	102	1	0	-1	0.5	102
O=C(COc1ccccc1[N+](=O)[O-])N(Cc1ccccc1)c1ccccn1	-7	12	14	?	-5	100	-7	-6	-9	1.3	100
COc1ccc(S(=O)(=O)Cc2ccc(C(=O)NCCc3cc(OC)ccc3OC)o2)cc1	0	8	12	92	0	96	-5	-4	0	2.5	96

Some values from the results shown.
CC(C)CN(CC(C)C)S(=O)(=O)c1cc([N+](=O)[O-])ccc1N1CCCCCC1 in ABCB1 inh has 0.5
O=C(O)Cn1ncn(-c2ccc(OC(F)(F)F)cc2)c1=O in Bcl-B Bim block has -2
COc1ccc(S(=O)(=O)Cc2ccc(C(=O)NCCc3cc(OC)ccc3OC)o2)cc1 in Bim-Bcl-W has 0
